# Abeta yeast res = A-beta toxicity reversal in yeast. yeast expressing A-beta42, growth rescue, OD600, 48 h; response scale: 0% DMSO, 100% iron-clioquinol control. Potency, µM (doses to about 46.1 µM), without a hit: top-dose growth rescue, most hits filed as activators. 410,000 compounds, 0.063% hits. AID 1347071; further: potency means the concentration at half of the fitted maximal effect; nearly all actives have a fitted effect of over 55% in size
#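 Growth rescue measured by 600 nm absorbance after 48 h yeast culture at 30 C with compound. Values normalized between DMSO and an equimolar ferric chloride plus clioquinol control.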
# Akt phos inh = Akt phosphorylation inhibition. AID 651550. 360,000 compounds, 0.32% hits. Neuro2A IGF-stimulated pAkt S473 HTRF, 20 min; stronger effect = lower value. activity change, % for hits at 50 µM; in the data active means activity change below about -80%; inconclusive means mostly about -51% to -80%; further: on the % scale 0 is the no-effect control and ±100 the full control effect
#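 Single-point screen (50 µM final compound) in Neuro2A cells stimulated 20 min with 6 nM IGF at 37 deg C. After lysis, Ser473-phosphorylated Akt read by HTRF (ex 330 nm, em 615/665 nm) as the 665/615 ratio.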
# GLP-1R inv ag = GLP-1 receptor (human) inverse agonism. P43220. HEK293 GLP-1R CRE-luciferase, luminescence, 24 h; GLP-1R form is constitutively active. Potency, µM (doses to about 38.3 µM), inactives show at the highest dose activity change, negative = inhibition, usual class: inhibitors. 410,000 compounds, 1.6% hits; further: potency means the concentration at half of the fitted maximal effect; on the % scale 0 is the no-effect control and ±100 the full control effect; nearly all actives have a fitted effect of over 55% in size
# Target sequence (P43220 whole entry, looked up): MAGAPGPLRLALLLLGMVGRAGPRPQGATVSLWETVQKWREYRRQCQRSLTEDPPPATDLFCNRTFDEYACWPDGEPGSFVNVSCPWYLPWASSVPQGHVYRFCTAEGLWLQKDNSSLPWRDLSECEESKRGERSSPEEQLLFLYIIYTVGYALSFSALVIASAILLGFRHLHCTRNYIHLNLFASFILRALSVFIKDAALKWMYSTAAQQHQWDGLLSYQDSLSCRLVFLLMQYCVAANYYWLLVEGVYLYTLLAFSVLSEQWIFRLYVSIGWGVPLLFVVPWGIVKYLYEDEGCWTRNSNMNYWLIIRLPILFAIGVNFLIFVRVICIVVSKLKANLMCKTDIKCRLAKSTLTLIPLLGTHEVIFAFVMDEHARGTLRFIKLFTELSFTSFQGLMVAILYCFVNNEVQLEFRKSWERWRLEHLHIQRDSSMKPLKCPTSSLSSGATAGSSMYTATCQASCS
#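 qHTS in 1536-well format: reporter HEK293 cells expressing constitutive GLP-1R activity in DMEM + 10% Nu serum, 24 hr with compounds at 37 deg C, luminescence read after 12 min with detection reagent.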
# GLP1R ag = agonists of human GLP-1 receptor; HEK293 GLP-1R CRE-luciferase, luminescence, 4-6 h; cells express a hypersensitive GLP-1R form; Potency, µM (titrated, usually from 45.6 µM), without a hit: top-dose activation, actives largely listed as activators; 380,000 compounds, 0.007% hits; P43220; further: potency means the concentration at half of the fitted maximal effect; % of control where 0% means no effect
# aSyn yeast inh = alpha-synuclein toxicity inhibition in yeast. Yeast expressing alpha-synuclein, growth rescue, BacTiter-Glo, 24 h. Potency, µM (top dose mostly 46.1 µM), inactives show at the highest dose growth rescue (activation), actives largely listed as activators. 370,000 compounds, 0.14% hits. AID 652106; further: potency means the concentration at half of the fitted maximal effect; % of control where 0% means no effect; nearly all actives have a fitted effect of over 65% in size
#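 Readout is rescue of growth in alpha-synuclein-expressing yeast, so inhibitors of toxicity appear as activators. Growth after 24 hr at 30 deg C in galactose medium is quantified by luminescence.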
# TDP-43 yeast inh = rescues yeast growth from TDP-43 toxicity; Potency, µM (series often up to 46.1 µM), for the others: top-dose growth rescue (activation), hits mostly activators; TDP-43 expressing yeast growth rescue, BacTiter-Glo, 24 h; AID 652104; 410,000 compounds, 1.8% hits; further: potency means the concentration at half of the fitted maximal effect; % of control where 0% means no effect; nearly all actives have a fitted effect of over 50% in size
#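 Yeast cells expressing TDP-43 under galactose induction are exposed to compounds for 24 hr at 30 deg C. BacTiter-Glo luminescence measures growth, so protective compounds score as activators.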
# FUS suppressor = FUS proteinopathy suppression in yeast. Potency, µM (highest dose often 76.6 µM), for inactives: at the top dose growth rescue (activation), most hits filed as activators. S. cerevisiae FUS-expressing, growth rescue, OD600, 24 h. 390,000 compounds, 0.24% hits. AID 1347120;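 further: potency means the concentration at half of the fitted maximal effect; plate controls were DMSO vehicle for no effect and reference control for full effect; nearly all actives have a fitted effect of over 55% in size; some results filed as inactive show a strong effect at the top dose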
#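 Steps: raffinose overnight preculture; dilution to OD 0.005 in 2% galactose minimal medium; compound addition (concentration series); 24hr at 30C, 99% humidity; absorbance read at 600 nm.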
# D3 antag = D3 dopamine receptor (human) antagonism; 360,000 compounds, 2.5% hits; P35462; max response, negative = inhibition, %; D3R cells, DiscoveRx beta-arrestin luminescence, antagonist mode; stronger effect = lower value; in the data active means max response below about -50%; inconclusive means no clear call, values can overlap the other calls; further: on the % scale 0 is the no-effect control and ±100 the full control effect; mostly tested at two doses, the higher about 12 µM
#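 Cells plated overnight at 1500 cells/well, then exposed to library compounds with dopamine controls for 90 minutes at 37 degrees C. DiscoveRx reagent added for 30–60 minutes at room temperature; luminescence read, quantitative HTS format.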
# PTHR1 ag = activates the human parathyroid hormone receptor PTHR1; 410,000 compounds, 0.075% hits; AID 743266; Q03431; Potency, µM (doses to about 115 µM), inactives show at the top dose activation, most hits filed as activators; HEK293 GP2 PTHR1 cells, GloSensor cAMP luminescence, 1 h; further: potency means the concentration at half of the fitted maximal effect; nearly all actives have a fitted effect of over 55% in size; some results filed as inactive show a strong effect at the top dose; inactives centre near -15; many of its hits are not listed in these tables
# Target sequence (Q03431 whole entry, looked up): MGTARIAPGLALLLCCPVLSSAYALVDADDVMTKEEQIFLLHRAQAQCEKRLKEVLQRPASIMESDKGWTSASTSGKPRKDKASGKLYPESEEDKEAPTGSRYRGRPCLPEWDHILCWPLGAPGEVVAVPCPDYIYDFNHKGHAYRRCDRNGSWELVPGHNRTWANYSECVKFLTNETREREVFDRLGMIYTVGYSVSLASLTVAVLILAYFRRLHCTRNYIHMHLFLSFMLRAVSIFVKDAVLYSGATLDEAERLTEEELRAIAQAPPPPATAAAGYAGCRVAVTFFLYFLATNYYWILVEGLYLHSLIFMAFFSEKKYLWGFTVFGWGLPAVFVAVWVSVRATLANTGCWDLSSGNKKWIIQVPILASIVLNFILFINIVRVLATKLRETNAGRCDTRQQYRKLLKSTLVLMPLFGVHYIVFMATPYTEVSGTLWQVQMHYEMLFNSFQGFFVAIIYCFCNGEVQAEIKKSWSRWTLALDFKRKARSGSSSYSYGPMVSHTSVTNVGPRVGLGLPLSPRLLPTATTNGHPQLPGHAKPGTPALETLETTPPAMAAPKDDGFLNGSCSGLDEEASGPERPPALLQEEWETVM
#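 HEK-293-derived GP2 cells expressing PTHR1 and a GloSensor cAMP reporter, 3,000/well, plated overnight, given luciferin plus IBMX (each 0.5 mM as added) for 1 h at 37 °C, then compound for 1 h at 37 °C. Luminescence was read after 15 min at room temperature.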
# Numbers without * were called inactive; i = inactive; ? = inconclusive; / = not tested or not shown; [ ] = another dose, or the depositor's remark. Unless noted, the call rests on the fitted dose curve; in most records, active means well fitted curve in the direction sought with a large enough effect; inconclusive means small, poorly fitted or top-dose-only effect, or another doubt; inactive means no such curve, though single readings can be large; an effect the other way counts as inactive or inconclusive. Some of the compounds tested; rates above refer to the full screens.
no.	structure	Abeta yeast res	Akt phos inh	GLP-1R inv ag	GLP1R ag	aSyn yeast inh	TDP-43 yeast inh	FUS suppressor	D3 antag	PTHR1 ag
1	CCc1ccc(CNC(=O)c2cnc3sc(N4CCCCCC4)nn3c2=O)cc1	-8%	/	12%	/	/	21%	9%	/	i
2	O=C(NCCN1CCN(c2cccc(Cl)c2)CC1)Nc1ccccc1C(F)(F)F	-6%	/	?	/	/	9%	-11%	/	-22%
3	C[C@H](NC(=O)c1nc[nH]c1C(=O)N[C@@H](Cc1ccccc1)C(=O)OC(C)(C)C)c1ccccc1	9%	i	?	11%	8%	16%	?	-58*	-24%
4	COc1cc(C(=O)OCc2ccc(C)cc2)cc(NC(=O)c2cccs2)c1OC	-9%	i	18%	13%	5%	-14%	12%	37	i
5	Cn1c(=N)n(CC(=O)c2ccc(F)cc2)c2ccccc21	0%	i	?	-3%	-6%	13%	13%	-17	-39%[inhibitor]
6	CC(NC(=O)C1CSC2(C)CCC(=O)N12)c1ccccc1Cl (stereo unspecified)	11%	i	-14%	-1%	3%	0%	9%	17	i
7	CCCN(C(=O)c1ccccc1N)c1c(C)n(C)n(-c2ccccc2)c1=O	-7%	i	10%	-3%	-4%	-9%	1%	-5	i
8	COc1cc(C(=O)O)nc2ccccc12	0%	i	4%	-3%	6%	-6%	-16%	-26	22%[57.5 µM]
9	COc1ccc(-c2c(C#Cc3ccsc3)c3cc(-c4ccc5c(c4)OCO5)ccc3n2C)cc1	7%	i	0%	-3%	7%	1%	2%	0	-23%
10	COc1ccc(C(C(=O)NC(C)(C)C)N(C(=O)Cn2nnc3ccccc32)c2cccc(C(C)=O)c2)cc1O (stereo unspecified)	0%	i	28%	7%	-3%	-21%	22%	-1	i
11	COc1ccc(N2C(=O)[C@H]3CCC=C[C@H]3[C@@H]2c2ccccc2Br)cc1	8%	i	?	-1%	-9%	5%	37%	1	-7%
12	CCn1c(SCC(=O)Nc2nc(C)cs2)nnc1-c1cccnc1	-6%	i	1%	1%	-8%	-16%	8%	48	i
13	COc1cc(OC)c(NC(=O)CC2SC(N)=NC2=O)cc1Cl (stereo unspecified)	-1%	i	41%[activator]	-1%	-2%	-18%	-7%	0	28%
14	CCOC(=O)c1ccc(NC(=O)CN2CCc3ccccc3C2)cc1	4%	i	0%	10%	1%	-18%	?	-62*	-10%[57.5 µM]
15	Cc1ccc(C)c(NC(=O)C(OC(=O)c2cc[n+]([O-])cc2)c2ccccc2)c1 (stereo unspecified)	9%	i	9%	3%	1%	18%	2%	10	i
16	O=C(O)c1ccccc1S(=O)(=O)c1ccccc1CO	-2%	i	1%	-23%	-6%	7%	-18%	0	i
17	CN(CC(=O)Nc1ccc(F)c(F)c1F)C(=O)C1(c2ccccc2)CC1	1%	i	12%	-1%	1%	3%	-44%	6	-18%
18	CCOC(=O)N1CCN(C(=O)c2ccccc2NC(=O)c2ccccc2Cl)CC1	-3%	i	6%	-5%	8%	15%	/	36	i
19	CC(C)=CC(=O)Nc1ccc2c(c1)OCO2	-4%	i	-10%	-4%	-9%	-5%	14%	12	i
20	CC(C)CNC(=O)NC(=O)COC(=O)c1cccc(NS(=O)(=O)c2ccc(F)c(F)c2)c1	16%	i	?	-1%	-7%	-1%	/	3	-18%
21	COc1ccc(CCNC(=O)C2CCN(S(=O)(=O)c3cnc[nH]3)CC2)cc1OC	15%	i	3%	-2%	2%	-6%	16%	-9	i
22	CN(CC(=O)Nc1ccccc1Br)C(=O)CCC1CCCC1	-11%	i	?	7%	-1%	-15%	/	-7	i
23	COc1ccc(-c2ccc(-c3noc(-c4ccccc4OC)n3)c(OC)n2)cc1	-5%	i	1%	-9%	-6%	4%	20%	24	i
24	NC1=C(Br)C(=O)c2ncccc2C1=O	-23%	i	3.2µM*	-12%	-6%	11µM*	/	?	-22%
25	CCCCS(=O)(=O)NC(=O)C1(C)CCN1C(=O)C/C=C/c1ccccc1 (stereo unspecified)	-10%	i	-17%	-2%	4%	20%	3%	0	-4%
26	CN=c1c([N+](=O)[O-])nn(-c2ccc3c(c2)OCCO3)n1O	-7%	i	-23%	0%	0%	?	-7%	-2	-12%
27	Cc1cc(OCC(=O)N(Cc2ccc(N(C)C)cc2)C2CCS(=O)(=O)C2)cc(C)c1Cl (stereo unspecified)	4%	/	?	/	/	-2%	?	/	-40%[inhibitor]
28	Cc1cc(C)cc(NC(=O)CCc2c(C)nn(-c3ccc(N4CCCCC4)nn3)c2C)c1	-13%	i	?	-4%	0%	25%	?	2	-22%
29	CC(=O)c1cccc(NC(=O)Cn2c(=O)oc3cc(S(=O)(=O)NCc4ccccc4)ccc32)c1	-6%	/	15%	/	/	-4%	7%	/	-19%
30	O=C1CCC([N+](=O)[O-])C(c2ccccc2F)N1 (stereo unspecified)	-12%	i	2%	-2%	-1%	-7%	-34%	1	i
31	CC1=C(C(=O)N2CCOCC2)CC(CC(=O)NCc2ccco2)C(=O)N1CCC1=CCCCC1 (stereo unspecified)	-7%	i	-10%	5%	-3%	21%	-11%	-23	-22%
32	COc1cccc(C2C(C(=O)c3ccc(C)o3)=C(O)C(=O)N2CCN2CCOCC2)c1OC (stereo unspecified)	1%	i	1%	-16%	2%	19%	/	7	-69%
33	CCOc1ccc(C(=O)Nc2ccc3c(c2)OCCO3)cc1OC	-3%	i	0%	23%	-11%	3%	39%	-24	i
34	Cc1ccc(NC(=O)Cc2nc(CSc3nnc(-c4ccc5c(c4)OCO5)o3)cs2)cc1	16%	i	-17%	0%	-2%	21%	14%	23	-6%[57.5 µM]
35	Cc1cc(NCc2ccccc2)n2ncnc2n1	16%	i	4%	7%	-6%	0%	1%	0	-25%
36	Cc1cc(C)nc(SCC(=O)c2ccc(F)cc2F)n1	-2%	i	5%	5%	3%	26%	0%	3	-21%
37	COc1ccc(OC)c(NC(=O)CN(c2ccc(C)cc2)S(=O)(=O)c2c(C)n[nH]c2C)c1	-6%	i	?	25%	-1%	-7%	45%	-12	-18%
38	COc1ccccc1/C=C/C(=O)NCC(=O)N1CCC(N(C)C2CCCC2)CC1	-5%	i	-9%	9%	?	0%	9%	?	i
39	Nc1cc(C(=O)O)ccc1Nc1ccc(F)c(F)c1	-19%	i	25%	1%	21%	17%	3%	-8	i
40	Cc1ccc(CN2c3ccccc3S(=O)(=O)c3ccccc32)cc1	-18%	/	?	/	/	?	30%	/	-13%
41	Cc1cccc(N(CC(=O)NC2CCCC2)C(=O)c2csnn2)c1C	0%	i	8%	8%	-2%	-11%	14%	?	-8%
42	Cc1nn(C)cc1CNC(=O)c1cccc(Cl)c1	15%	i	0%	-4%	5%	-20%	1%	7	i
43	COc1ccc(S(=O)(=O)N2CCCC(C(=O)NCc3ccccn3)C2)cc1Cl (stereo unspecified)	-3%	i	-1%	-2%	4%	-10%	-5%	5	-8%
44	CC(Cc1c[nH]c2ccccc12)NC(N)=O (stereo unspecified)	-23%	i	3%	-2%	0%	-20%	-15%	-4	-55%[inhibitor]
45	COc1ccc(C2OCC3(CO2)SC(N)=NC3=O)cc1 (stereo unspecified)	14%	i	1%	-2%	-4%	-13%	-2%	11	-1%[57.5 µM]
46	COc1ccc2oc(C(=O)OCC(=O)N(C)C3CCCCC3)c(C)c2c1	6%	i	?	-1%	10%	0%	16%	-3	i
47	CCC[C@@H]1CCCO[C@@](C(=O)NCc2cc(C)n(C)n2)(C(F)(F)F)C1	-10%	i	?	0%	-1%	-21%	-8%	-23	15%
48	CC1=C(C(=O)OCC2CCCO2)C(c2ccccc2OC(C)C)C2=C(CC(c3ccco3)CC2=O)N1 (stereo unspecified)	-9%	i	?	-9%	-6%	-26%	?	-21	i
49	CCCN1CCC(=NNC(=O)c2ccc(Br)o2)CC1	17%	i	3%	0%	-9%	3%	-10%	8	-9%[57.5 µM]
50	C[C@@H]1CN([C@@H](C)CO)C(=O)CCCn2nncc2CO[C@H]1CN(C)C(=O)Nc1ccnc(N2CCOCC2)c1	7%	i	22%	4%	4%	0%	-30%	12	-12%
51	CCc1ccccc1NC(=O)c1cc2c(Cl)nc3ccccc3c2s1	7%	/	6%	5%	/	-5%	-4%	/	-4%
52	CCN1CCN(c2nc3ccccn3c(=O)c2C=O)CC1	-6%	i	-5%	-4%	0%	16%	-2%	-11	i
53	CCCCC(=O)NC(Nc1ccc(C)cn1)(C(=O)OCC)C(F)(F)F (stereo unspecified)	-2%	i	-25%	7%	-3%	0%	24%	12	i
54	O=C1c2ccccc2C(=O)N1/N=C/c1ccc(O)c(O)c1	-6%	i	64%[activator]	12%	-6%	7%	7%	3	-7%
55	COc1ccc(/C=N/n2cncn2)cc1Cn1cc([N+](=O)[O-])cn1	9%	i	-2%	7%	1%	11%	12%	16	i
56	Cc1ccn2c(-c3n[nH]c(=S)n3C)c(C)nc2c1	2%	i	32%[activator]	-5%	-7%	23%	-8%	1	-15%

# Compounds 54 through 56, reprinted for reference:
no.	structure	Abeta yeast res	Akt phos inh	GLP-1R inv ag	GLP1R ag	aSyn yeast inh	TDP-43 yeast inh	FUS suppressor	D3 antag	PTHR1 ag
54	O=C1c2ccccc2C(=O)N1/N=C/c1ccc(O)c(O)c1	-6%	i	64%[activator]	12%	-6%	7%	7%	3	-7%
55	COc1ccc(/C=N/n2cncn2)cc1Cn1cc([N+](=O)[O-])cn1	9%	i	-2%	7%	1%	11%	12%	16	i
56	Cc1ccn2c(-c3n[nH]c(=S)n3C)c(C)nc2c1	2%	i	32%[activator]	-5%	-7%	23%	-8%	1	-15%
